From PubChem BioAssay
TDP1 inh – inhibitors of human tyrosyl-DNA phosphodiesterase TDP1. Q9NUW8. recombinant TDP1, AlphaScreen DNA substrate cleavage. Potency, µM (series often up to 130 µM), inactives show top-dose activity change, negative = inhibition, most hits filed as inhibitors. 350,000 tested, 0.28% active. AID 485290; note: nearly all actives have a fitted effect of over 40% in size
Target sequence (Q9NUW8 whole entry, looked up): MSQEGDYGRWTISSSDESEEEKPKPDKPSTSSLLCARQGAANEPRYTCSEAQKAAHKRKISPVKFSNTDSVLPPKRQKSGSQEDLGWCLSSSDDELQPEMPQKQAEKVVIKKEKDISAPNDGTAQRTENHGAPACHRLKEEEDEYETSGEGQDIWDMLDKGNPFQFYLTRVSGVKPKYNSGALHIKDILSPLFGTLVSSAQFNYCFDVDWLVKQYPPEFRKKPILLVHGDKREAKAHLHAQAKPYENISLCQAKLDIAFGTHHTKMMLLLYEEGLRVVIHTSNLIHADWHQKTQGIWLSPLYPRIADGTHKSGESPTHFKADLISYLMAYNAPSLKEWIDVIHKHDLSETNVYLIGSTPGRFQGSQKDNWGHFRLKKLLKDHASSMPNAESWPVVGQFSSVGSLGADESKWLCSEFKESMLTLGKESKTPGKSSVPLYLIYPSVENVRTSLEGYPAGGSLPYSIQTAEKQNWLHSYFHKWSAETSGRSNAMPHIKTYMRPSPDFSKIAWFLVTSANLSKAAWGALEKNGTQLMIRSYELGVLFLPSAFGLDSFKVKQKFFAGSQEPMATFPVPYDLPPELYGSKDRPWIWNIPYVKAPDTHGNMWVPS
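Enzyme-compound mixtures sat 15 min at room temperature, followed by a 5 min reaction with 15 nM final substrate and 10 min with AlphaScreen beads. Recombinant human Tdp1 was used at 1 nM final.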
TDP1 cell noCPT – qHTS for Inhibitors of human tyrosyl-DNA phosphodiesterase 1 (TDP1): qHTS in cells in absence of CPT. Potency, µM (highest dose often 46.2 µM), for inactives: top-dose activity change, negative = growth inhibition, actives largely listed as inhibitors. 420,000 tested, 15% active. AID 686978, 2013. DT40 Tdp1-/- hTDP1 cells, no CPT, ATP luminescence, 48 h; note: nearly all actives have a fitted effect of over 55% in size
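Chicken DT40 Tdp1-/- cells stably complemented with human TDP1 were seeded at 400 cells/well with DMSO in place of 20 nM camptothecin. After compound pinning, cells grew at least 48 hr at 37 °C; viability read by CellTiter-Glo luminescence.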
TDP1 cell CPT – DT40-hTDP1 cell growth loss with CPT; chicken DT40 Tdp1-/-;hTDP1 cells + 20 nM CPT, ATP luminescence, 48 h; Potency, µM (highest dose often 46.2 µM), for inactives: top-dose activity change, negative = growth inhibition, most hits filed as inhibitors; 420,000 tested, 12% active; AID 686979; note: nearly all actives have a fitted effect of over 55% in size
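Chicken DT40 Tdp1-/- cells stably complemented with human TDP1 were seeded at 400 cells/well in medium containing 20 nM camptothecin, exposed to pin-transferred compounds, and grown at 37 °C for at least 48 hr. Viability was read as ATP luminescence.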
* marks the source's active call; other numbers are inactive results; u = inconclusive; x = not tested or not shown; & = joins results of further samples; [ ] = another dose, or the depositor's remark. Calls come from the whole dose curve; as a rule, active = well fitted curve in the direction sought with a large enough effect; inconclusive = small, poorly fitted or top-dose-only effect, or another doubt; inactive = no such curve, though single readings can be large; an effect the other way counts as inactive or inconclusive. % is set by controls: 0 for no effect and ±100 for the full control effect; potency is the fitted concentration of half-maximal effect.

no.	SMILES	TDP1 inh	TDP1 cell noCPT	TDP1 cell CPT
1	Cn1c(SCC(=O)NNC(=O)c2ccccc2)nnc1C(F)(F)F	0.8%	0.4%	-0.2%
2	Cc1cc(C)cc(-n2nnc(C(=O)NCc3ccc(Cl)cc3)c2N)c1	-2.8%	u	-18.6%
3	CC(=O)NC1=NN(C(C)=O)C2(S1)C(=O)N(C(C)=O)c1ccc(C)cc12 (centres undefined)	-7.9%	u	u
4	COc1ccc(CN2CCC2(C)C(=O)NCc2ccc3c(c2)OCO3)c2ccccc12 (centres undefined)	x	u	23.1µM*
5	Cc1cccc(C)c1NC(=O)C1CSC2(C)CCC(=O)N12 (centres undefined)	x	8.7%	-5.7%
6	Cc1cccnc1NC(=O)CN1C(=O)NC(C)(c2ccc3ccccc3c2)C1=O (centres undefined)	0.5%	-19.3%	-21.4%
7	COc1ccccc1NS(=O)(=O)c1cc(C(=O)N2CCCC2)ccc1C	0.2%	-10.8%	-1.3%
8	COC(=O)COc1ccc(S(=O)(=O)NC2CCCCCC2)cc1	0.0%	-6.0%	-18.8%
9	COc1ccc(C)cc1NC(=O)CCS(=O)(=O)c1cc2c(cc1Cl)NC(=O)CO2	3.2%	22.2%	-3.9%
10	CN(C)c1ncc2nc(CCc3ccccc3)c(=O)n(CCC#N)c2n1	x	-29.4%	7.9%
11	Fc1ccc(CSc2nnc(-c3ccccn3)o2)cc1	x	-11.7%	5.6%
12	COc1ccc(Cc2nnc(NC(=O)Cn3cnc4c3c(=O)n(C)c(=O)n4C)s2)cc1OC	7.0%	1.5%	-21.3%
13	COc1ccc(CNC(=O)Nc2ccc(OC)cc2)cc1	1.1%	-13.1%	-14.4%
14	CCOc1ccc(NC(=O)c2cc(S(=O)(=O)N3CCCC3)c[nH]2)cc1	0.0%	u	-13.5%
15	O=C(Cc1cccs1)NNC(=S)NCc1ccco1	-2.4%	-13.3%	-5.5%
16	CCNc1ccc(-c2nc(-c3ccncc3)no2)cc1[N+](=O)[O-]	5.7%	-13.7%	u
17	Cc1cc(N2C(=O)NC(=O)CC2C)c(C)cc1C(C)C (centres undefined)	3.8%	4.2%	5.2%
18	COc1cc2c(C(=O)NCc3ccccn3)cn(CC(C)C)c(=O)c2cc1OC	5.3%	-16.8%	-24.8%
19	O=Cc1c(-c2ccccc2)cc2oc3ccccc3cc1-2	x	13µM*	u
20	COc1ccc(NC(=O)CSc2nc(=O)n(CCN(C)C)c3c2CCCC3)cc1	4.4%	-13.8%	-24.9%
21	Cc1cc(C)cc(NC(=O)N2CCN(C(=O)c3nsc4ccccc34)CC2)c1	-2.7%	u	u
22	N#Cc1cn(CC(=O)NCCc2c[nH]c3ccccc23)c2ccccc12	6.5%	u	-26.4%
23	O=C(O/N=C/C1=C(Cl)c2ccccc2CC1)c1ccc(F)cc1	0.0%	-18.2%	-1.0%
24	COC(=O)C1=C(C)NC(=S)NC1c1ccc(-c2cccc(Cl)c2)o1 (centres undefined)	5.6%	-3.5%	15.2%
25	O=C1c2cnc3ncnn3c2CC2c3ccccc3CCN12 (centres undefined)	-0.5%	-19.4%	7.3%
26	CCOC(=O)c1nnn(C(CC)C(=O)Nc2c(C)cccc2C)c1C(=O)OCC (centres undefined)	0.0%[12.3 µM]	-3.8%	-4.2%
27	CCN(CC)C(=S)Nc1ccc(OC(F)F)cc1	-5.5%	8.3%	-13.3%
28	Cc1cc(N2CCC(C(=O)N(CC(C)C)CC(C)C)CC2)n2nc(C)c(-c3ccc(Cl)cc3)c2n1	8.1%	-16.7%	-24.6%
29	O=C(CN(Cc1ccco1)Cc1ccco1)Nc1cc(S(=O)(=O)N2CCCCC2)ccc1Cl	1.2%[56.1 µM]	11.6µM*	13µM*
30	CC1(C)Cc2c(sc(NC(=O)COc3ccc(Cl)cc3Cl)c2C(N)=O)C(C)(C)N1	0.9%	u	u

Carrying on:
no.	SMILES	TDP1 inh	TDP1 cell noCPT	TDP1 cell CPT
31	COc1ccc(C(=O)C2CCN(C(=S)NCCc3ccccc3)CC2)cc1	-2.6%	-22.4%	-4.6%
32	CCc1ccccc1N(C)S(=O)(=O)c1ccc2[nH]cc(C(=O)NCCOC)c(=O)c2c1	-3.8%	u	u
33	COc1ccc2[nH]c3c(N4CCc5ccccc5C4)ncnc3c2c1	6.5%	1.3µM*	1.16µM*
34	COc1ccccc1C(=O)N1CCN(Cc2c[nH]c3ccccc23)CC1	x	16.4µM*	14.6µM*
35	COc1ccc(C2=NS(=O)(=O)N(C)C(C(=O)Nc3ccc(C)cc3)=C2)cc1	x	20.6µM*	u
36	C=C[C@@]1(C)CC(=O)[C@@]2(O)[C@@]3(C)[C@@H](O)CCC(C)(C)[C@@H]3[C@H](O)[C@H](OC(C)=O)[C@@]2(C)O1	9.0%[56.1 µM]	u	3.8%
37	COc1ccc(S(=O)(=O)c2c(Nc3c(C)cccc3C)sc(C(=O)c3ccc4c(c3)OCO4)c2N)cc1	0.6%	2.91µM*	5.17µM*
38	CSc1ccc(C2CC(=O)Oc3c2c(=O)n(C)c2ccccc32)cc1 (centres undefined)	1.9%	-29.4%	-7.3%
39	O=C(c1ccco1)N1CCN(C/C=C/c2ccccc2)CC1	5.2%	u	-12.8%
40	Cc1cccc(NC(=O)c2sc3nc(C)nc(N4CCOCC4)c3c2C)c1	x	u	-29.0%
41	CCOC(=O)c1[nH]c2ccc(OC)cc2c1NC(=O)OC	3.1%	-7.2%	2.5%
42	O=C(CN(C(=O)c1csnn1)c1cccc(C(F)(F)F)c1)NCCc1ccccc1	3.1%	-11.7%	0.4%
43	COc1ccc2nc(SCC(=O)Nc3ccc4sc(C)nc4c3)c(C#N)cc2c1	0.0%	8.2µM*	13µM*
44	Cn1c(=O)c2c(-c3ccc(Br)cc3)n(CCc3ccccc3)cc2n(C)c1=O	7.0%	u	14.6µM*
45	CCOc1ccc(C2CC(=O)N(Nc3ccc([N+](=O)[O-])cc3[N+](=O)[O-])C2=O)cc1 (centres undefined)	8.2%	10.6%	11.4%
46	COc1ccc(C(=O)Nc2c3c(nn2-c2ccc(Cl)cc2)CS(=O)(=O)C3)cc1	-2.7%	17.6%	-5.3%
47	COc1ccc(Cn2nnnc2C(c2ccccn2)N2CCN(c3ccc(O)cc3)CC2)cc1 (centres undefined)	x	u	-27.4%
48	CN(C)S(=O)(=O)c1cccc(NC(=O)c2ccc(NS(=O)(=O)c3cccs3)cc2)c1	0.7%	-21.9%	-24.8%
49	O=C(Nc1cccc(OC(=O)c2ccc(Br)o2)c1)c1ccccc1	0.4%	7.2%	-2.2%
50	O=C(Cc1ccc(Cl)cc1)Nc1cccnc1	1.2%	-6.5%	-11.8%
51	Cc1ccc(-c2cc(C(=O)N/N=C/C=C/c3ccccc3)n[nH]2)o1	2.7%	-12.2%	u
52	Cc1ccccc1N(C(=O)Cc1cccs1)C(C(=O)NCC1CCCO1)c1cccnc1 (centres undefined)	2.0%	-1.5%	-8.4%
53	CCn1c(=N)n(CC(=O)C(C)(C)C)c2ccccc21	11.8%	u	-25.8%
54	CSc1ccc(CNC(=O)C2CCC(=O)N(CCc3ccc(Cl)cc3)C2)cc1 (centres undefined)	x	u	-61.6%
55	Cc1ccc(CCNC(=O)C2CCC(=O)N2CCc2ccccc2)cc1 (centres undefined)	x	-1.9%	31.3%[activator]
56	C[C@H]1CCC[C@@]2(O[C@H](CCO)C[C@H](O)[C@H]2O)O1	x	2.6%	-6.7%
57	COc1cc(Cl)c(CN2CCCC(CO)(Cc3ccccc3F)C2)cc1OC (centres undefined)	-11.2%	u	-6.3%
58	Cc1cc(C)c(S(=O)(=O)N/N=C/c2ccc3c(c2)OCO3)c(C)c1	5.3%	-9.4%	u
59	N#CC1=C2N=C(N)c3ccccc3N2C2=C(C(=O)CCC2)C1c1cccc(Cl)c1 (centres undefined)	7.9%	u	u
60	COc1ccc(NC(=S)Nc2cccc3ccccc23)cc1OC	6.3%	-6.5%	-22.9%

Four structures from above, ordered by heavy-atom count, low to high:
no.	SMILES	TDP1 inh	TDP1 cell noCPT	TDP1 cell CPT
56	C[C@H]1CCC[C@@]2(O[C@H](CCO)C[C@H](O)[C@H]2O)O1	x	2.6%	-6.7%
51	Cc1ccc(-c2cc(C(=O)N/N=C/C=C/c3ccccc3)n[nH]2)o1	2.7%	-12.2%	u
33	COc1ccc2[nH]c3c(N4CCc5ccccc5C4)ncnc3c2c1	6.5%	1.3µM*	1.16µM*
36	C=C[C@@]1(C)CC(=O)[C@@]2(O)[C@@]3(C)[C@@H](O)CCC(C)(C)[C@@H]3[C@H](O)[C@H](OC(C)=O)[C@@]2(C)O1	9.0%[56.1 µM]	u	3.8%

New compounds follow.
no.	SMILES	TDP1 inh	TDP1 cell noCPT	TDP1 cell CPT
61	CC(Sc1ccccn1)C(=O)Nc1ccccc1 (centres undefined)	6.5%	-5.4%	-16.1%
62	COc1cccc(N2CCN(C(=O)CC(NC(=O)c3ccccc3)c3ccccc3)CC2)c1 (centres undefined)	0.0%[56.1 µM]	-29.6%	-19.8%
63	CCCN1C2CCCC1CC(NC(=O)c1ccc(F)cc1)C2 (centres undefined)	4.9%	-15.7%	1.3%
64	CN(Cc1ccccc1)C(=O)c1[nH]cnc1C(=O)N[C@@H](Cc1ccccc1)C(=O)OCc1ccccc1	9.0%	u	u
65	CC(=O)N(c1ccc(Br)cc1)C1C=CS(=O)(=O)C1 (centres undefined)	0.0%	-4.1%	-1.7%
66	CCOc1ccc(CNC(c2ccccc2)c2ccccc2)cc1	-10.7%	u	-28.5%
67	CCC1CCCCN1C(=O)COC(=O)c1cccs1 (centres undefined)	0.6%	7.4%	6.5%
68	COc1ccc(N(C)S(=O)(=O)c2cccc(C(=O)NC3CCC(C)CC3)c2)cc1 (centres undefined)	2.6%	16.4µM*	u
69	O=C(OCc1cn([C@@H]2C[C@H](c3ccccc3)N(C(=O)c3cccs3)C[C@H]2O)nn1)c1ccccc1	x	u	u
70	COc1ccc(NC(=O)C2(C)CCN2C(=O)c2ccccc2CCc2ccccc2)cc1OC (centres undefined)	x	9.2µM*	14.6µM*
71	O=C(CSc1nncc2ccccc12)N1CCCCC1	6.3%	3.9%	-5.2%
72	COc1ccc(C(=O)C2CCCN(Cc3cn[nH]c3-c3ccc(F)cc3)C2)cc1OC (centres undefined)	5.6%	u	u
73	CN(C)c1nc(N)nc(CSc2nnnn2-c2ccc(C(=O)O)cc2)n1	5.7%	-5.4%	6.8%
74	CCCN1CCC(=O)N(CCSc2ccc(OC)cc2)CC1	8.5%&3.5%	5.8µM*	5.8µM*
75	O=C1c2cccc3c(N4CCOCC4)c([N+](=O)[O-])cc(c23)C(=O)N1c1cccc2ccccc12	0.6%	18.4µM*	11.6µM*
76	COc1cc(C2N(c3ccc(F)cc3)C(=O)C3CCCN32)cc(OC)c1OC (centres undefined)	-1.0%	-1.3%	25.0%
77	COc1cc(-c2nc(-c3ccccc3)c(-c3ccc(Br)cc3)[nH]2)cc(OC)c1O	x	u	u
78	CN(C(=O)CSc1nc2ccc([N+](=O)[O-])cc2s1)C1CCS(=O)(=O)C1 (centres undefined)	x	-6.6%	-13.2%
79	COCCn1c(SCC(=O)NCCCN2CCCC2=O)nc2sc3c(c2c1=O)CCCC3	x	0.1%	3.9%
80	COC(=O)CN1C(=O)C2(OCCCO2)c2cc(Br)ccc21	-2.0%	-11.3%	-17.6%
81	COc1ccc2[nH]c(C)c(CCNc3ccc(C(F)(F)F)cc3[N+](=O)[O-])c2c1	-11.7%	29.1µM*	u
82	O=c1c2c3c(sc2[nH]c(=S)n1Cc1ccco1)CCC3	u	27.0%	-13.9%
83	O=C(Cn1cc(C(F)(F)F)ccc1=O)Nc1ccc(N2CCOCC2)cc1	4.9%	-7.5%	13.4%
84	Cn1c(=O)c2c(nc(N3CCC(C(N)=O)CC3)n2CCSc2nc3ccccc3s2)n(C)c1=O	3.9%	u	u
85	COc1cccc(N(CC(=O)NCCSc2ccccc2)S(C)(=O)=O)c1	-2.2%	-5.6%	-14.0%
86	Nc1nn(-c2ccccc2)c(N)c1N=Nc1ccc2c(c1)OCO2	5.3%	4.11µM*	3.66µM*
87	CC(CCc1ccco1)N(C)S(=O)(=O)c1csc(C(N)=O)c1 (centres undefined)	8.4%	-8.2%	-15.3%
88	COC(=O)/C(C#N)=C/c1c(N2CCN(c3ccc(OC)cc3)CC2)nc2c(C)cccn2c1=O	x	u	u
89	Cc1cccc(C(O)c2ncc(-c3ccc(C(F)(F)F)cc3)[nH]2)c1C (centres undefined)	x	u	u
90	O=c1c(CCc2ccccc2)nc2cnc(Oc3ccccc3)nc2n1C1CC1	x	u	u
91	O=C(c1cccc(F)c1)N(Cc1cc2cc3c(cc2nc1N1CCOCC1)CCC3)CC1CCCO1 (centres undefined)	x	-0.9%	7.9%[9.04 µM]
92	O=C(CCl)Nc1c[nH]c(=O)[nH]c1=O	4.9%	u	u
